Screening data from PubChem.
POLK inh – inhibitors of human DNA polymerase kappa; 0.53% of 400,000 active; purified Pol kappa, fluorescent DNA synthesis assay, 10 min; Q9UBT6; Potency, µM (highest dose often 107 µM), for inactives: at the top dose activity, negative = inhibition, usual class: inhibitors; AID 588579; also: potency is read from the fitted curve at half-maximal effect; % is scaled to controls: 0 for no effect and ±100 for the full control effect
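Readout: fluorescence, taken kinetically at 0 and 10 min. Conditions: 10 nM Pol kappa, 15 min RT compound preincubation, 50 nM substrate final. Controls: enzyme-free buffer wells.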
ERG-DNA inh – ERG Ets/DNA interaction inhibition; P11308; fluorescence polarization, His-ERG Ets domain / labelled DNA; Potency, µM (top dose mostly 76.9 µM), for the others: at the highest dose FP activity, negative = inhibition, hits mostly inhibitors; 0.028% of 370,000 active; active = well fitted inhibition curve with a large enough effect in the polarisation, with a control signal flat; inconclusive = small, poorly fitted or top-dose-only effect, or effect the other way, or a change in a side signal; inactive = no such curve, though single readings can be large or run the other way; the % refers to the polarisation;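 also: polarization taken with two DNA probes labelled with fluorescein and Texas red; potency is read from the fitted curve at half-maximal effect; % of control where 0% means no effect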
Target sequence (P11308 whole entry, looked up, the tested form may be a part): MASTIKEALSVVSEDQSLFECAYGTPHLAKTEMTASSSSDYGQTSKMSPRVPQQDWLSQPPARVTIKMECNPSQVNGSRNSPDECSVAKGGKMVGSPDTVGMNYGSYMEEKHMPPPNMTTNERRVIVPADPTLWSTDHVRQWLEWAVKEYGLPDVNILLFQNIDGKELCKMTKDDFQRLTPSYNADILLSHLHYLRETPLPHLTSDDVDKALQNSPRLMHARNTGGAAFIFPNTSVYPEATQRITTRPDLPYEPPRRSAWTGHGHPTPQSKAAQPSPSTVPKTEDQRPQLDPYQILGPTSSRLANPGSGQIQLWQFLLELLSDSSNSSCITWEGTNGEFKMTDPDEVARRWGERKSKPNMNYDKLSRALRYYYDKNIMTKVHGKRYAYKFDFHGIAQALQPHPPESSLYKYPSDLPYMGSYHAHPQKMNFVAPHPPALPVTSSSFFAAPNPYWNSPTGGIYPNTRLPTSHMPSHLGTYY
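His-tagged ERG Ets domain (1 uM in the protein solution; 300mM KCl, 50mM Tris-HCl, 1mM EDTA, 1mM DTT, pH 7.5) received compound, then a probe mix of 5 nM fluorescein-DNA and 100nM Texas-615-DNA. Fluorescence polarization was read for both dyes.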
12-LOX inh – blocks human arachidonate 12S-lipoxygenase. P18054. purified 12hLO, xylenol orange hydroperoxide absorbance. Potency, µM (doses to about 108 µM), for inactives: at the highest dose activity change, negative = inhibition, usual class: inhibitors. 1.1% of 580,000 active. AID 1671190; also: potency is read from the fitted curve at half-maximal effect; % is scaled to controls: 0 for no effect and ±100 for the full control effect
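Hydroperoxide product was detected by ferrous iron/xylenol orange as the 573 to 405 nm absorbance ratio. Arachidonic acid at 40 uM (final) was turned over for 30 min at room temperature by 150 nM human 12hLO, pH 7.0 Hepes buffer, after 15 min compound preincubation.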
Pol beta inh – inhibitors of human DNA polymerase beta | Pol beta primer extension/strand displacement, fluorescence kinetic | Potency, µM (top dose mostly 114 µM), for the others: at the top dose activity change, negative = inhibition, hits mostly inhibitors | 1.3% of 340,000 active; also: potency is read from the fitted curve at half-maximal effect; % is scaled to controls: 0 for no effect and ±100 for the full control effect
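Pol beta (10 nM) was preincubated with compound for 15 min at room temperature. The reaction was then started with 50 nM substrate and read immediately and after a further 10 min at room temperature.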
Pol iota inh – DNA polymerase iota (human) inhibition; Pol iota fluorescent replication assay, 10 min; Q9UNA4; 1% of 390,000 active; Potency, µM (doses to about 115 µM), without a hit: at the highest dose activity, negative = inhibition, most hits filed as inhibitors; also: potency is read from the fitted curve at half-maximal effect
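Fluorescent replication assay read twice, at 0 min and 10 min after adding 50 nM (final) substrate. Enzyme (10 nM) and compounds were first incubated 15 min at room temperature; enzyme-free buffer wells were negative controls.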
APEX1 inh – APE1 (human) endonuclease inhibition. recombinant APE1, TAMRA/BHQ-2 abasic DNA cleavage fluorescence. 0.35% of 350,000 active. P27695. AID 2517. Potency, µM (doses to about 65.8 µM), for inactives: top-dose activity change, negative = inhibition, actives largely listed as inhibitors;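 also: potency is read from the fitted curve at half-maximal effect; plate controls were vehicle for no effect and reference inhibitor for full effect; nearly all actives have a fitted effect of over 55% in size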
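Substrate: short duplex with […] THF abasic site, 5'-TAMRA and 3'-BHQ-2, 50 nM final. APE1 at 0.75 nM, preincubated 15 min RT with compound. Fluorescence increase from first to third read measured activity.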
BLM inh – inhibitors of human Bloom syndrome helicase BLM. P54132. recombinant BLM DNA unwinding, fluorescence dequenching. Potency, µM (titrated, usually from 56.1 µM), without a hit: at the top dose activity change, negative = inhibition, hits mostly inhibitors. 0.2% of 350,000 active;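 also: potency is read from the fitted curve at half-maximal effect; plate controls were vehicle for no effect and no enzyme for full effect; nearly all actives have a fitted effect of over 35% in size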
TRHR agonist – agonists of human TRH receptor; TRHR cells, calcium flux fluo-8, FDSS agonist mode; activation, % at 2 µM; 0.18% of 360,000 active; AID 493084; in the data active = activation above about 30%; also: 0% is about no effect
Target sequence (P34981 whole entry, looked up): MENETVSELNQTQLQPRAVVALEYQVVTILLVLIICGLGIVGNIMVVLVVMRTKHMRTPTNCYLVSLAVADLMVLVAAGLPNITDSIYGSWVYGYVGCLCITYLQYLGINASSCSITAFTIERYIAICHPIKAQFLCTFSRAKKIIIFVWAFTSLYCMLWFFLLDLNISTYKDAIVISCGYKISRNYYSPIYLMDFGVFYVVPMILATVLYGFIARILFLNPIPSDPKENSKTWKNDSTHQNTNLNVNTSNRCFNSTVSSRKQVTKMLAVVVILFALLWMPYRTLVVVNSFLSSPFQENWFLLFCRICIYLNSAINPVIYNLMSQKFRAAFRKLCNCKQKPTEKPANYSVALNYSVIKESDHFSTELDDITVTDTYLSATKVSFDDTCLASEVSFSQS
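TRHR-expressing cells loaded with fluo-8 calcium dye; 23 nL library compound pin-transferred, kinetic FDSS fluorescence (Ex 480/Em 530) recorded about 180 s for agonist-induced calcium release, before a 10 nM TRH EC20 addition for potentiator mode.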
Anesthetic bind – candidate novel general anesthetic via apoferritin binding | P02791 | apoferritin/1-aminoanthracene competitive binding, fluorescence | Potency, µM (series often up to 77.5 µM), without a hit: top-dose activity change, negative = displacement, actives largely listed as inhibitors | 0.074% of 350,000 active | AID 485281; also: potency is read from the fitted curve at half-maximal effect; % is scaled to controls: 0 for no effect and ±100 for the full control effect; nearly all actives have a fitted effect of over 20% in size
Target sequence (P02791 2-175 limits assumed): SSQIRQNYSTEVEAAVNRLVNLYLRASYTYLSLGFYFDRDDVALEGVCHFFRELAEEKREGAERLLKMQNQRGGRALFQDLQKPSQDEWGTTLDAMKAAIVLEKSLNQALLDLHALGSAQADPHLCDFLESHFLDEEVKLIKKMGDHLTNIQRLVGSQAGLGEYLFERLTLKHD
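Concentration-response curves derived by four-parameter Hill fitting of normalized fluorescence, where compounds displaced 1-AMA from 10 uM horse apoferritin following a brief 10 min room-temperature incubation; propofol titration acted as positive control.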
* = called active by the depositor; i = inactive; ? = inconclusive; nt = not tested or not shown; & = joins results of further samples; [ ] = another dose, or the depositor's remark. Unless noted, calls follow the shape of the dose curve; as a rule, active = well fitted curve in the direction sought with a large enough effect; inconclusive = small, poorly fitted or top-dose-only effect, or another doubt; inactive = no such curve, though single readings can be large; an effect the other way counts as inactive or inconclusive. A portion of the library; rates above refer to the full screens.

SMILES	POLK inh	ERG-DNA inh	12-LOX inh	Pol beta inh	Pol iota inh	APEX1 inh	BLM inh	TRHR agonist	Anesthetic bind
Cc1ccc(Oc2ccc(Cl)cc2NC(=O)c2ccc(F)cc2F)cc1	-12%	15%	0%	3%	-16%	-5%	-7%	0.2	-7%
Cc1cc(=O)[nH]c(N2CCCC2)n1	-4%	5%	127%[activator]	0%	6%	-2%	-1%	0.0	-13%
Cc1ccccc1NCc1cccn1-c1nnc(N2CCOCC2)s1	1%	2%	?	3%	3%	nt	0%	-1.9	?
Cc1nnc(NC(=O)CSc2nc3ccccc3o2)s1	2%	nt	5%	25%	-5%	16%	2%	0.0	14%
CCc1ccc(NC(=O)C(C)Sc2nc(-c3ccco3)c(C#N)c(=O)[nH]2)cc1 (stereo not drawn)	-39%	-8%	?	-17%	?	2%	-8%	-1.3	-9%
COc1cccc(NC(=O)C(OC(=O)c2ccc([N+](=O)[O-])o2)c2ccccc2)c1 (stereo not drawn)	-1%[60.1 µM]	10%	-5%	-1%	?	2%	-2%	-0.2	0%
COc1ccc(N2CCN(C(c3ccccc3)c3nnc(-c4ccccc4Cl)o3)CC2)cc1 (stereo not drawn)	28%	-6%	?	26%	29%	nt	-7%	0.3	-7%
O=C1CCC(=O)N1c1ccc(S(=O)(=O)Nc2cccc([N+](=O)[O-])c2)cc1	10%	-6%	-4%	?	4%	-6%	1%	-0.3	-6%
COc1ccc(NC(=O)Nc2ncccc2C)cc1	0%	nt	-8%	-27%	17%	1%	3%	0.2	5%
COc1cc(/C=C2\C(=O)N(c3ccccc3)N=C2C)ccc1Oc1ccc([N+](=O)[O-])cc1[N+](=O)[O-]	-23%	-1%	-9%	-19%	2µM*	?	-18%	-0.7	-9%
COc1ccccc1-c1cccc([C@@H]2C[C@H]3[C@H](CON3C)CN2Cc2ccccc2)c1	-4%	-7%	3%	nt	15%	nt	nt	nt	nt
Cc1oc2ncnc(N3CCOCC3)c2c1C(=O)Nc1ccc(Br)cc1F	-4%	-2%	-5%	47%	-2%	nt	1%	-0.4	8%

Overlap with the part before: 5 entries, then new ones.
SMILES	POLK inh	ERG-DNA inh	12-LOX inh	Pol beta inh	Pol iota inh	APEX1 inh	BLM inh	TRHR agonist	Anesthetic bind
O=C1CCC(=O)N1c1ccc(S(=O)(=O)Nc2cccc([N+](=O)[O-])c2)cc1	10%	-6%	-4%	?	4%	-6%	1%	-0.3	-6%
COc1ccc(NC(=O)Nc2ncccc2C)cc1	0%	nt	-8%	-27%	17%	1%	3%	0.2	5%
COc1cc(/C=C2\C(=O)N(c3ccccc3)N=C2C)ccc1Oc1ccc([N+](=O)[O-])cc1[N+](=O)[O-]	-23%	-1%	-9%	-19%	2µM*	?	-18%	-0.7	-9%
COc1ccccc1-c1cccc([C@@H]2C[C@H]3[C@H](CON3C)CN2Cc2ccccc2)c1	-4%	-7%	3%	nt	15%	nt	nt	nt	nt
Cc1oc2ncnc(N3CCOCC3)c2c1C(=O)Nc1ccc(Br)cc1F	-4%	-2%	-5%	47%	-2%	nt	1%	-0.4	8%
COc1ccc(C(NC(=O)CN2C(=O)NC3(CCc4ccccc43)C2=O)c2ccc(OC)cc2)cc1 (stereo not drawn)	-4%	2%	-11%	nt	17%	2%	nt	1.3	nt
Cc1ccc(CNC(=O)c2nc(S(=O)(=O)Cc3ccc(C)cc3)ncc2Cl)cc1	?	0%	-9%&-28%	?	-16%	nt	1%	0.7	-14%
COc1ccc2nc(SCC(=O)c3c(C)[nH]c4ccccc34)nc(C)c2c1	-3%	4%	0%	?	-16%	nt	-15%	1.3	1%
CSc1ccc(-c2sc(Nc3ccccc3)n[n+]2-c2ccc(F)cc2)cc1	-6%	-1%	nt	20%	?	20%	-1%	-0.3	-8%
C/C(=N\NC(=S)NCc1ccccc1)c1ccccc1	-12%	11%	40µM*	0%	41%[activator]	-1%	-9%	-0.4	-12%
Cc1ccc(S(=O)(=O)C(CNC(=O)C(=O)NCCc2ccc(F)cc2)c2cccs2)cc1 (stereo not drawn)	-7%[60.1 µM]	6%	-5%	-14%	17%	nt	0%	0.2	-5%
O=C1CCCCC1(O)Cc1ccc2c(c1)OCO2 (stereo not drawn)	-5%	-1%	23%	nt	35%[activator]	nt	nt	nt	nt
COc1ccc(CNC(=O)Cn2c(=O)cc(-c3ccccc3)c3c(C)nn(C)c32)cc1	?	0%	-28%	28%	-3%	nt	0%	-0.3	-2%
CCOC(=O)C1CCC2(CC1)C(C#N)=C(N)Oc1n[nH]c(C)c12 (stereo not drawn)	-14%	1%	0%	0%	17%	2%	5%	-0.1	-1%
COc1cc(OC)cc(C(=O)NC(C)CCc2ccccc2)c1 (stereo not drawn)	12%	-4%	44%[activator]	47%	15%	-17%	-1%	-0.4	-11%
CCOc1ccc(CN2CCN(Cc3cccc4nonc34)CC2CCO)cc1 (stereo not drawn)	-13%	1%	2%	?	66%[activator]	-4%	-1%	0.9	-6%
COc1ccc(S(=O)(=O)N(C)c2ccc(C(=O)NC3CC3)cc2)cc1	-4%	3%	-10%	0%	10%	-6%	0%	0.2	-5%
COc1cc(/C=N/NC(=O)c2cccc3ccccc23)cc(OC)c1O	-11%	0%	?	?	21%	4%	-5%	-0.3	-11%
CCc1ccc(S(=O)(=O)c2nnn(-c3ccc(F)cc3)c2N)cc1	-6%	0%	-9%	-1%	9%	nt	-3%	1.8	-10%
CC1=C(C(=O)OCC(Cl)(Cl)Cl)N2C(=O)C(NC(=O)Cc3ccccc3)C2SC1 (stereo not drawn)	-12%	-4%	-9%	2%	76%[activator]	3%	11%	-1.3	?
COc1cccc(-c2cnc(NCc3ccccc3Cl)n2C)c1	5%	-5%	?	-2%	-4%	nt	-1%	2.4	?
O=C(Nc1ccc(F)cc1)c1oc2ccccc2c1NC(=O)C1CC1	-11%	8%	-7%	34%[activator]	10%	-4%	-4%	0.0	4%
COc1ccc(CN(C)C(=O)COC(=O)c2c(-c3ccccc3Cl)noc2C)cc1	-1%	-7%	427%[activator]	-6%	55%[activator]	-6%	-12%	1.5	-12%
Cc1cc(C)c(C)c(S(=O)(=O)N2CCN(c3ccc(O)cc3)CC2)c1C	-4%	1%	?	-22%	79%[activator]	-6%	-14%	-1.3	?
CN(CC(=O)O)S(=O)(=O)c1ccc2oc3ccccc3c2c1	-10%	-3%	i	19%	4%	11%	-2%	0.3	-5%
O=C(Cc1cccs1)NCc1ccco1	-11%	2%	28%	0%	30%	1%	0%	0.5	-5%
Cc1c(Cl)cccc1NC(=O)CC1SC(=NCC2CCCO2)NC1=O (stereo not drawn)	5%	5%	20%	15%	-7%	13%	-14%	0.1	0%
CC(C)(C)c1ccc2c(c1)C(=O)c1ccccc1C2=O	-24%	0%	-29%	9%[57.1 µM]	13%	24%	0%	-0.1	-2%
Cc1cc(-c2nc3ncccc3o2)ccc1NC(=O)CC(C)C	-3%	-3%	-4%	0%	-22%	-1%	4%	-0.1	-4%
CCOc1ccc(C(=O)NC2CCN(C(=S)Nc3ccccc3C)CC2)cc1	11%	-10%	3%	12%	-18%	-6%	0%	0.0	-4%
COc1ccc(CNC(=O)C2(CC3CC(c4ccccc4)=NO3)CCN(C(=O)CCCCCBr)CC2)cc1 (stereo not drawn)	-5%	3%	-26%	nt	-18%	nt	nt	nt	nt
Cc1cc(C)c(S(=O)(=O)NCc2ccc3c(c2)cc(C)n3C)c(C)c1	-20%	?	14%	?	-13%	-3%	-15%	0.0	-1%
Cc1nn(-c2ccc3nncn3n2)c(C)c1CCC(=O)Nc1ccc(OC(F)(F)F)cc1	-1%[60.1 µM]	7%	-13%	1%	2%	nt	-1%	-0.2	-12%
O=C1c2ccccc2C(Nc2ccc3nc(-c4cccnc4)[nH]c3c2)N1Cc1ccco1 (stereo not drawn)	-14%	-13%	1%	14%	51%[activator]	-3%	3%	-0.2	44%[activator]
Cc1ccccc1N1C(=O)CC(c2c[nH]c3ccccc23)C1=O (stereo not drawn)	7%	-1%	-16%&-14%	-17%	49%[activator]	-4%	-4%	0.5	?
COc1cccc(C(=O)NCCSc2ccc(Br)cc2)c1	-7%	2%	-11%	9%	71%[activator]	18%	-8%	-1.8	-6%
CC(=O)Nc1cccc(NC(=O)Nc2cccc(Cl)c2C)c1	-23%	-5%	-16%	45µM*	10%	-2%	-3%	-0.2	-10%
CCOC(=O)N1CCc2c(sc3nc[nH]c(=O)c23)C1	-4%	8%	24%	-2%	-21%[58.9 µM]	15%	-1%	0.5	6%
Cc1cc(=O)[nH]n(CCO)c1=O	5%	28%	471%[activator]	13%	32%[activator]	2%	-3%	0.2	0%
O=C(O)CCn1nnc2ccccc21	-10%	1%	5%	21%	28%	22%	1%	-1.4	-7%
COc1cccc(NC(=O)CSc2ccc(-c3sc(C)nc3C)nn2)c1	-25%	2%	-13%	-29%	-10%	14%	0%	-0.1	-15%
O=C1CCC(C(=O)OCc2cc(Cl)ccc2OC(F)F)N1 (stereo not drawn)	-10%	-13%	0%	26%	?	-2%	1%	0.3	-11%
O=S(=O)(Nc1ccc(Cl)cc1NS(=O)(=O)c1ccccc1)c1ccccc1	-1%	21%	?	nt	?	nt	nt	nt	nt
CCC(=O)N1CCN(c2ccc(NC(=O)c3ccccc3)cc2)CC1	10%	-2%	-3%	28%	-20%	1%	2%	0.1	-10%
Cc1ccccc1CSc1nnc(NC(=O)Cc2cccs2)s1	-25%	0%	-27%	22µM*	101%[activator]	?	-21%	0.9	-19%
Cc1cc(NC(=O)c2ccc(-c3ccc(Br)cc3)o2)cc(-c2nc3ncccc3o2)c1O	-7%	-4%	-9%	8%	30%[activator]	nt	-4%	1.2	2%
CCOC(=O)C1CCCN(Cc2cccs2)C1 (stereo not drawn)	-9%	-5%	?	2%	8%	15%	-8%	0.5	?
